Bioassay records (PubChem)
PrPC surface inh: inhibitors of human cell surface prion protein PrPC, primary screen, cell-based, TR-FRET; Major prion protein (Homo sapiens), P04156; TR-FRET read-out; inhibition, % at 13.8 µM; actives 0.43% (n = 370,000); in the data active = inhibition above about 24%; note: 0% = median of the test wells and 100% = reference compound wells
BoNT-F LC inh: BoNT/F light chain protease inhibitors, primary screen, biochemical, flow cytometry, MLPCN library. Botulinum neurotoxin type F light chain protease (Clostridium botulinum). Multiplex microsphere protease cleavage assay. inhibition, % at 10 µM. actives 0.22% (n = 360,000); in the data active = inhibition above about 35%, passing the limit was not always enough; inconclusive = no clear call, values can overlap the other calls; note: plate controls were buffer without enzyme for full effect and enzyme alone for no effect
FBA Mtb inh: Mtb FBA enzyme inhibitors, primary screen, biochemical, fluorescence, strain H37Rv. inhibition, % at 1 µM. actives 2.3% (n = 360,000). Fructose-bisphosphate aldolase (Mycobacterium tuberculosis (strain ATCC 25618 / H37Rv)), …. purified M. tuberculosis FBA, fluorescence read-out; in the data active = inhibition above about 27%;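 note: 0% = vehicle and 100% = reference inhibitor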
Target sequence (P9WQA3 whole entry, looked up): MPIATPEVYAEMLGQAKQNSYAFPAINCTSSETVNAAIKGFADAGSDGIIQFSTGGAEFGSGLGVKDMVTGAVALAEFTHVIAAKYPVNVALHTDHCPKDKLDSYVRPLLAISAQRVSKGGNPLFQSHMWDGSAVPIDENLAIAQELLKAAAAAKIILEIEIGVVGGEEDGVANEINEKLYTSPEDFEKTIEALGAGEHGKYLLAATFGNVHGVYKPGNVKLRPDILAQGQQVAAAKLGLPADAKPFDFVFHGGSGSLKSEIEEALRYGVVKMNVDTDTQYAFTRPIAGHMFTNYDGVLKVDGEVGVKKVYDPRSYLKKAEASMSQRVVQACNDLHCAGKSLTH
BioA inh: M. tuberculosis BioA enzyme inhibitors, primary screen, biochemical, plate reader, single point, HTS; 7,8-diaminopelargonic acid synthase BioA (Mycobacterium tuberculosis); purified M. tuberculosis BioA enzyme; inhibition, % at 9.99 µM; actives 0.096% (n = 360,000); in the data active = inhibition above about 40%; inconclusive = no clear call, values can overlap the other calls
GDH-TPI inh: GDH-TPI coupling enzyme inhibitors, primary screen, artefact control for M. tuberculosis FBA inhibitor project, biochemical, absorbance, full deck | GDH-TPI coupled enzyme counterscreen, NADH absorbance | inhibition, % at 4.8 µM | AID 588335, 2011 | actives 1.2% (n = 360,000); in the data active = inhibition above about 30%;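 note: 0% = DMSO wells and 100% = wells lacking the enzyme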
FadD28 FP inh: inhibitors of FadD28 bisubstrate probe binding, primary screen, biochemical, fluorescence polarization, single point; actives 0.22% (n = 360,000); inhibition, % at 12.5 µM; in the data active = inhibition above about 8.5%, passing the limit was not always enough; inconclusive = no clear call, values can overlap the other calls
Rv3671c protease: Rv3671c serine protease inhibitors, primary screen, biochemical, fluorescence polarization, M. tuberculosis H37Rv; P9WHR9; inhibition, % at 5.96 µM; actives 0.048% (n = 320,000); in the data active = inhibition above about 38%;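 note: extracellular domain of Rv3671c used as enzyme; 0% = enzyme with DMSO and 100% = no enzyme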
Mtb UGM inh: M. tuberculosis UGM enzyme inhibitors, primary screen, biochemical, fluorescence polarization, single point | purified UGM, fluorescence polarization probe displacement | inhibition, % at 10 µM | UDP-galactopyranose mutase (Mycobacterium tuberculosis (strain ATCC 25618 / H37Rv)), … | actives 0.06% (n = 320,000) | AID 504406, 2011; in the data active = inhibition above about 10%, passing the limit was not always enough; inconclusive = no clear call, values can overlap the other calls
Target sequence (P9WIQ1 whole entry, looked up): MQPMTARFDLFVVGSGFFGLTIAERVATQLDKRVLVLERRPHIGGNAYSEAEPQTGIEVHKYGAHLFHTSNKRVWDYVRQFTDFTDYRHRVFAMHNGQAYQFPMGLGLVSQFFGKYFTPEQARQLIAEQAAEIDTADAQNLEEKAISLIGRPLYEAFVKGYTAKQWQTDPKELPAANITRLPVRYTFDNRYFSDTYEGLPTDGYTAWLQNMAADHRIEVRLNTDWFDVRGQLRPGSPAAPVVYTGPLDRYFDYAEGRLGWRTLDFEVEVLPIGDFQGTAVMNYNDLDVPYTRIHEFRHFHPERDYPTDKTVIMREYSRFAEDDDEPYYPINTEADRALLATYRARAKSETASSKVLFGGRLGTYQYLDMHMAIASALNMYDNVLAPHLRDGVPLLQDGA
MazF activator: activators of E. coli MazEF toxin-antitoxin RNase, primary screen, biochemical, fluorescence, uHTS | FAM/BHQ RNA-DNA oligo cleavage fluorescence, 5 h | activation, % at 20 µM | actives 0.32% (n = 350,000) | AID 504720, 2011; in the data active = activation above about 50%
Target sequence (P0AE70 whole entry, looked up): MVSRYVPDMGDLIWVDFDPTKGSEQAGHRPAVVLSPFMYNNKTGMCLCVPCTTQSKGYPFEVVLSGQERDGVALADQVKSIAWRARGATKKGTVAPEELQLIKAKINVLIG
Starred values were filed as active, the others as inactive; ? = inconclusive; · = not tested or not shown.

Results follow in this order: PrPC surface inh	Rv3671c protease	MazF activator	GDH-TPI inh	FBA Mtb inh	BioA inh	FadD28 FP inh	BoNT-F LC inh	Mtb UGM inh
- O=C(COc1ccc(F)cc1)N1c2ccccc2CCc2ccccc21
    -6	7	-4	0	-8	·	-4.9	-3	1.1
- Nc1nc(N)nc(-c2ccccc2)n1
    -7	12	3	7	6	-1.1	-1.5	6	-0.6
- O=C(Nc1cccc(S(=O)(=O)N2CCCCC2)c1)C1CC(=O)N(Cc2ccccc2)C1 (stereo unspecified)
    3	-5	10	5	1	0.3	-2.4	-11	-0.3
- O=C1C(NS(=O)(=O)c2cccs2)=C(N2CCN(c3cccc(C(F)(F)F)c3)CC2)C(=O)c2ccccc21
    -22	-4	-192	14	-3	1.0	0.1	-25	0.3
- CN1CCN(/N=C/c2ccc(Cl)c(Cl)c2)CC1
    -2	7	-3	3	0	·	0.1	5	1.2
- CCOc1cc(/C=C2\CN(C)C/C(=C\c3ccc(O)c(OCC)c3)C2=O)ccc1O
    -18	5	-17	21	-7	4.7	-1.3	-52	-0.8
- C[C@@H]1COC(=O)[C@@H](NC(=O)OCC2c3ccccc3-c3ccccc32)C/C=C\C[C@@H](CC(=O)N(CCO)Cc2ccccc2)C(=O)N1
    14	-1	6	-4	2	-1.6	-4.9	-18	-1.0
- O=C(Nc1ccc(N2CCOCC2)nc1)c1ccc(C(F)(F)F)cc1
    6	5	-19	-2	-6	·	-1.5	0	1.1
- Cc1ccc(C)c(NC(=O)c2cc3ccccc3o2)c1
    7	·	12	17	0	0.8	-1.3	8	0.5
- O=[N+]([O-])c1cc(Cl)ccc1Sc1ccccn1
    -17	-2	19	6	0	0.8	-1.1	·	-0.3
- O=C(COC(=O)C1CC(=O)N(Cc2ccccc2)C1)Nc1ccc(Cl)cc1F (stereo unspecified)
    -1	-2	-6	0	-1	·	-2.1	-14	1.9
- CC[C@@H](C)CN1C(=O)N[C@@H](CCc2ccccc2)C(C(C)=O)=C1C
    -4	-6	2	3	-3	-0.3	-1.5	-1	0.4
- O=[N+]([O-])c1cc(-c2ccc(/C=N/n3cnnc3)o2)ccc1Cl
    -34	-5	8	24	0	15	-2.7	14	-0.8
- Nc1nncn1C(=O)c1ccc(Cl)cc1Cl
    10	-2	12	-3	4	·	-1.9	-7	-0.2
- CC1CN(C(=S)Nc2ccc(Br)cc2)CC(C)O1 (stereo unspecified)
    3	-2	3	-6	1	1.5	-2.8	-6	1.7
- COc1cc(OC)c(OC)cc1CN1CCCC(C(=O)c2sccc2C)C1 (stereo unspecified)
    2	-3	10	7	-3	2.0	-0.7	2	-2.3
- O=C(NCC1CCCN1S(=O)(=O)c1cccs1)c1c(F)cccc1F (stereo unspecified)
    1	-3	-4	4	4	-0.2	-4.0	13	-1.4
- O=C(Cc1ccccc1)N1CCN(CC2CC3C=CC2C3)CC1 (stereo unspecified)
    -1	2	-5	2	-1	3.5	-3.3	7	0.5
- CC1=C(C(N)=O)C(c2ccc(Br)cc2)n2ncnc2N1 (stereo unspecified)
    7	0	2	-7	0	-0.1	-0.2	8	-2.0
- COc1ccc(C(CC(=O)Nc2ccccc2OC)n2cccc2)cc1 (stereo unspecified)
    5	-9	1	7	1	·	-3.3	-27	0.3

Results follow in this order: PrPC surface inh	Rv3671c protease	MazF activator	GDH-TPI inh	FBA Mtb inh	BioA inh	FadD28 FP inh	BoNT-F LC inh	Mtb UGM inh
- COc1cccc2sc(N(CCCN(C)C)C(=O)C(c3ccccc3)c3ccccc3)nc12
    -32	8	10	-5	-7	6.1	-6.0	-5	-1.7
- O=C(Nc1nnc(Cc2ccc(Cl)cc2)s1)c1ccncc1
    4	8	-4	16	3	1.2	-4.3	-2	0.3
- O=C(CCNC(=O)C1CCN(S(=O)(=O)c2ccccc2)CC1)NCc1ccccn1
    3	4	4	1	-2	-0.2	-1.0	2	1.9
- Cc1c(S(=O)(=O)N2CCN(c3ccccc3)CC2)c(=O)n(C)c(=O)n1C
    2	2	5	3	1	2.1	0.4	-4	0.5
- COC(=O)c1cc2ccc(OC)cc2c2cc(OC)c(OC)cc12
    -3	-6	10	25	62*	-2.9	0.7	0	-0.4
- CCOC(=O)[C@@H]1[C@H]2COc3cc(OC)ccc3[C@@H]2N2C(=O)N(c3cccc(C)c3)C(=O)[C@@]12C
    2	3	2	10	0	-0.9	-2.4	7	-2.0
- COc1ccc(-c2nnc(SCC(=O)Nc3ccc4c(c3)OCCO4)n2N)cc1OC
    1	-3	6	1	0	-1.1	-3.4	6	2.5
- COc1ccc(CCNC(=O)CN2CCN(Cc3ccc(F)cc3)C2=O)cc1OC
    3	-2	6	-8	0	1.1	-4.2	-2	-3.0
- CC(C)[C@H](CO)Nc1nc(Nc2ccc(Cl)c(C(=O)O)c2)c2ncn(C(C)C)c2n1
    1	-1	6	8	3	-1.3	1.5	-5	-3.6
- O=C(Nc1cccc(F)c1)c1ccc(Cn2cc([N+](=O)[O-])cn2)o1
    0	-7	3	-6	-3	·	-1.4	-3	1.9
- C=CCn1c(=NC(=O)CN2C(=O)CCC2=O)sc2cc(S(N)(=O)=O)ccc21
    8	-8	1	15	3	-1.1	-1.7	-1	2.4
- C(=C\c1ccccc1)/C=N/n1cnnc1
    -9	-6	-2	17	-3	2.2	-2.3	-3	1.2
- C=CCn1c(C(c2ccccc2)c2ccccc2)n[nH]c1=S
    -1	-10	5	6	-2	-4.4	-1.8	-3	-0.8
- CCN(CC)C(=O)CN1C(=O)C(=O)c2ccccc21
    1	-10	3	-4	-3	·	-0.6	-4	2.1
- N#C/C(=C(/O)c1ccc(F)cc1)c1nc2ccccc2s1
    12	6	3	27	-4	·	-2.4	-15	0.5
- CCOc1ccccc1NC(=O)CSc1nnc2ccc(-c3ccncc3)nn12
    -17	-3	13	4	-2	·	-0.9	1	-0.6
- CC1(C)NC(=O)N(CC(=O)OCC(=O)Nc2cccc(S(N)(=O)=O)c2)C1=O
    -4	-1	2	-2	-2	·	-2.0	2	-1.4
- Cc1ccc(Cc2c(-c3ccc(F)cc3)nc3ccc(Br)cn23)cc1
    12	·	·	·	1	2.0	-4.1	1	·
- CCn1cc(C2=NC(CCSC)CO2)c2ccccc21 (stereo unspecified)
    -1	-6	4	-5	5	·	-3.7	0	1.3
- Cc1c(N=Cc2ccccn2)c(=O)n(-c2ccccc2)n1C
    -2	8	-4	3	1	2.1	-0.4	-5	1.4

Results follow in this order: PrPC surface inh	Rv3671c protease	MazF activator	GDH-TPI inh	FBA Mtb inh	BioA inh	FadD28 FP inh	BoNT-F LC inh	Mtb UGM inh
- CCOC(=O)Nc1ccc(C)cc1Br
    -3	4	2	-11	-1	-0.8	-3.8	-2	-1.1
- Brc1cccc(OCCN2CCc3ccccc3C2)c1
    10	-8	0	-3	2	0.3	-0.5	31	1.6
- CN(C)c1ccc(CN(CC2CCCO2)C(=O)c2cc3ccccc3o2)cc1 (stereo unspecified)
    8	·	-6	7	0	0.9	0.5	3	·
- Cc1ccc2c(C(=O)CN3CCN(C(=O)c4ccco4)CC3)c(C)[nH]c2c1
    0	-1	11	12	2	-1.2	-0.8	?	1.7
- Cc1ccc(NC(=O)c2ccccc2NC(=O)c2cccs2)cc1
    -4	-5	13	-2	0	-0.7	-1.5	-18	0.3
- COC(=O)/C=C/S(=O)(=O)c1ccc(NC(C)=O)cc1
    77*	-5	-1	4	1	·	-2.0	2	0.9
- CCNc1nc(NC(C)C)nc(OCCOC(=O)Nc2ccccc2)n1
    7	5	-2	4	2	0.8	-0.6	7	1.3
- Cc1ccc(NC(=O)C(C)OC(=O)CCNS(=O)(=O)c2ccc(C)cc2)cc1 (stereo unspecified)
    7	1	-4	9	2	0.6	-2.6	-6	-1.6
- Cn1cnc([N+](=O)[O-])c1Sc1nc(N)nc2c1ncn2C1OC(CO)C(O)C1O (stereo unspecified)
    6	·	3	13	-2	·	-1.2	-5	·
- N#CNC(=Nc1cccc(F)c1)SCc1ccccc1F
    26*	0	-3	12	2	·	0.8	-6	-1.1
- COc1cccc2c1OC1(C)CC2NC(=O)N1c1cccc(C(=O)N2CCN(c3ccccc3)CC2)c1 (stereo unspecified)
    -2	-3	2	0	7	8.1	-3.1	-4	-1.7
- NC(=O)COc1ccc(=O)n(-c2ccccc2)n1
    5	-13	4	23	2	-6.0	-0.1	-15	0.9
- CCOc1ccccc1NC(=O)CCCc1ccc(OC)c(C)c1
    11	1	-9	1	-2	-0.8	-0.1	?	-2.5
- COc1cccc(S(=O)(=O)NCC(=O)N2CCCCCC2)c1
    10	8	2	10	0	-0.6	-3.8	?	0.3
- CC1CCCCN1C(=O)COC(=O)c1cc([N+](=O)[O-])ccc1N1CCOCC1 (stereo unspecified)
    -25	4	5	3	-3	0.8	-2.5	-10	-0.4
- C/C(Nc1ccc(F)cc1)=C(/C#N)C(N)=O
    -2	0	2	-6	3	2.6	-2.7	-18	-1.4
- Cc1cc(C(=O)CCl)c(C)n1Cc1ccco1
    -5	6	7	-1	0	·	-0.8	-5	0.9
- COCCCn1nnnc1SCC(=O)N1c2ccccc2CC1C (stereo unspecified)
    -23	1	7	-10	0	·	-3.2	-5	1.7
- CSc1cccc(NC(=O)N2CCN(C)CC2)c1
    13	-4	7	-1	2	1.6	·	-13	1.8
- O=C(Oc1ccccc1)c1ccc2nccnc2c1
    -7	5	8	10	-1	-0.4	-1.7	-3	0.5

Results follow in this order: PrPC surface inh	Rv3671c protease	MazF activator	GDH-TPI inh	FBA Mtb inh	BioA inh	FadD28 FP inh	BoNT-F LC inh	Mtb UGM inh
- S=c1[nH]cnc2sc(Nc3ccccc3)nc12
    4	·	4	16	6	1.5	-2.8	15	-2.9
- COc1ccc(C(=O)NC(C)Cn2nc(C)cc2C)cc1OC1CCN(C(C)=O)CC1 (stereo unspecified)
    4	·	1	2	-1	-3.4	1.4	9	-1.1
- COC(=O)Cn1cnc2c(cnn2-c2ccccc2)c1=O
    0	2	-19	-1	3	·	0.2	-8	-1.6
- Cc1ccc(NC(=O)CSCC(=O)NCCc2ccccn2)c(C)c1
    -9	-3	-34	3	-1	·	-1.6	-8	2.2
- O=C(CN(Cc1ccccc1)S(=O)(=O)c1ccccc1)N/N=C/c1ccccc1C(=O)O
    0	5	-3	5	0	3.4	0.4	2	1.6
- CCCN1CCN(C(=O)c2ccc(Sc3ccc(C)cc3)c(NC(C)=O)c2)CC1
    -2	-3	-7	6	-1	·	0.4	-6	1.1
- Cc1c(C(=O)N2CCOCC2)sc2ncn(CC(=O)N3CCC(C)CC3)c(=O)c12
    ·	0	-13	3	0	-1.6	-0.6	1	·
- S=C(NCc1cccnc1)Nc1ccc(Oc2ccccc2)cc1
    2	-5	-4	-1	3	·	-2.5	-2	2.2
- C/C(=N\NC(=O)c1ccncc1)c1ccc(NC(=O)c2ccc(Cl)cc2)cc1
    -2	-12	-430	1	-4	-0.2	-2.9	-2	7.7
- Cc1ccc(C(=O)NC2CC3CCCC(C2)N3Cc2ccccc2)cc1 (stereo unspecified)
    1	6	6	-11	1	2.3	-3.5	?	-0.5
- COc1cc(NC(=S)NC2CC2)c(OC)cc1Cl
    -4	17	10	1	0	1.7	-1.0	-1	2.9

Quoted at random: 4 records from the list.
Results follow in this order: PrPC surface inh	Rv3671c protease	MazF activator	GDH-TPI inh	FBA Mtb inh	BioA inh	FadD28 FP inh	BoNT-F LC inh	Mtb UGM inh
- C/C(=N\NC(=O)c1ccncc1)c1ccc(NC(=O)c2ccc(Cl)cc2)cc1
    -2	-12	-430	1	-4	-0.2	-2.9	-2	7.7
- COc1ccc(C(=O)NC(C)Cn2nc(C)cc2C)cc1OC1CCN(C(C)=O)CC1 (stereo unspecified)
    4	·	1	2	-1	-3.4	1.4	9	-1.1
- COc1cc(NC(=S)NC2CC2)c(OC)cc1Cl
    -4	17	10	1	0	1.7	-1.0	-1	2.9
- Cc1ccc(NC(=O)CSCC(=O)NCCc2ccccn2)c(C)c1
    -9	-3	-34	3	-1	·	-1.6	-8	2.2
